# 14-3-3g Raf: modulators of 14-3-3 gamma protein binding, primary screen, biochemical, fluorescence polarization. 14-3-3 protein gamma (Homo sapiens), P61981. 0.19% of 160,000 active. inhibition, % at 40 µM. FP, 14-3-3gamma / TMR-pS259-Raf peptide binding; in the data active = inhibition above about 30%;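 note: 0% = protein plus tracer without compound and 100% = blank with tracer alone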
# Target sequence (P61981 whole entry, looked up): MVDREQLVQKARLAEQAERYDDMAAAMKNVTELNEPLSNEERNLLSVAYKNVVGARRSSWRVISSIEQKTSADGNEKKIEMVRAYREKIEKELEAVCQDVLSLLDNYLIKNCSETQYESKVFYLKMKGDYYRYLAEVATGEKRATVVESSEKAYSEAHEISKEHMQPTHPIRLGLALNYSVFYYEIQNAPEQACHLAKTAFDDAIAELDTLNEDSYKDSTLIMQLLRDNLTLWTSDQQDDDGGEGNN
# Numbers without * were called inactive; & = joins results of further samples. Some of the compounds tested; rates above refer to the full screens.
entry	Molecule	14-3-3g Raf
1	CCCOC(=O)C1=C(C)NC2=C(C(=O)C(C(=O)OC)C(C)C2)C1c1ccccc1OCC (stereo unspecified)	-10
2	CCN(CC)CCCN1C(=O)C(O)=C(C(=O)c2cc3ccccc3o2)C1c1ccccn1 (stereo unspecified)	-5
3	COC(=O)Cc1nc(NC2CCCCC2)c2c3c(sc2n1)CCCC3	0
4	Cc1cccc(NC(=O)NCCN2C(=O)C3C4C=CC(C4)C3C2=O)c1 (stereo unspecified)	1
5	O=C(NCSc1ccncn1)c1ccccc1	-9
6	COc1ccc(CCNC(=O)c2cc(-c3cccs3)on2)cc1OC	-12
7	CN1CCN(CCCCOc2ccc(F)cc2)CC1	-2
8	CC(NC(=O)Cn1cnnn1)C12CC3CC(CC(C3)C1)C2 (stereo unspecified)	-9
9	COc1ccc(OC)c(NC(=O)C2=C(C)NC(=S)NC2c2ccccc2OC)c1 (stereo unspecified)	-5
10	CN(C)CCCNC(=O)c1ccc2nc(-c3cccs3)c(-c3cccs3)nc2c1	-25
11	O=[N+]([O-])c1cccc(P(=O)(c2cccc([N+](=O)[O-])c2)N2CCCCC2)c1	4
12	O=C1C(=O)N(c2cccnc2)C(c2ccccc2F)/C1=C(\O)c1ccc(Cl)cc1 (stereo unspecified)	0
13	Oc1ccccc1Nc1nnc(-c2ccccc2)c2ccccc12	-8
14	CSC1=NC(=Cc2ccc(OCC(=O)O)cc2)C(=O)S1	-14
15	COc1ccc(C2CC(C(F)(F)F)n3ncc(C(=O)Nc4ccccc4C)c3N2)cc1OC (stereo unspecified)	-1
16	O=C(NC1CCCC1)c1nn2c(C(F)(F)F)c3c(nc2c1Cl)-c1ccccc1CC3	-1
17	CCc1ccc(NC(=O)CSc2nc3c([nH]c4ccccc43)c(=O)n2-c2ccc([N+](=O)[O-])cc2)cc1	-8
18	N#Cc1c(N=Cc2cn[nH]c2-c2ccccc2)sc2c1CCCC2	1
19	C#CC(C)(CC)NC(=O)c1cc(OC)c(OC)c(OC)c1 (stereo unspecified)	3
20	O=C1CSC(=O)N1CCN1C(=O)CSC1=O	-8
21	O=C(OCCN1CCOCC1)c1cc2ccccc2o1	-2
22	COc1cc(C=Nc2ccc(C)c(C)c2)ccc1OC(C)=O	4
23	CCOC(=O)C(NC(=O)c1ccc(OC)cc1)(Nc1ccc(F)cc1)C(F)(F)F (stereo unspecified)	-9
24	Cc1cccc(NS(=O)(=O)c2cccs2)n1	-7
25	O=C(COC(=O)c1n[nH]c2ccccc12)NC(=O)NCc1ccco1	-18
26	CCCCOC(=O)Cn1c(=N)n(CCC)c2ccccc21	5&-3
27	O=C(NCc1ccc(F)cc1)c1nn2c(c1Br)NC(c1ccccc1)CC2C(F)(F)F (stereo unspecified)	-14
28	CCOC(=O)c1ccc2c(c1)C1C=CCC1C(c1cccnc1)N2 (stereo unspecified)	-92
29	CCCN(C(=O)c1cc2c(=O)oc3ccccc3c2s1)c1ccc(OCC)cc1	-13
30	Nc1nc(CSc2nc3ccccc3[nH]2)nc(N2CCOCC2)n1	-1
31	CCn1c(C)csc1=NC(=O)c1ccccc1O	5&1
32	Cc1cccc(N2C(=O)C3CCC(C)CC3C2=O)c1 (stereo unspecified)	-1
33	Cc1cccc(N2CCN(S(=O)(=O)c3ccc4c(c3)c(=O)n(C)c(=O)n4C)CC2C)c1 (stereo unspecified)	-3
34	Clc1ccc2nc(-c3ccsc3)c(Nc3ccc4c(c3)OCO4)n2c1	-9
35	CC(=O)Nc1ccc(S(=O)(=O)CCC#N)cc1	4
36	Cc1cc(N2CCN(Cc3ccc(F)cc3)CC2)n2c(nc3ccccc32)c1C#N	-52
37	O=C(NCCCN1CCOCC1)c1cc(-c2cccs2)on1	0
38	COc1cc(C=Nc2ccc(Nc3ccccc3)cc2)cc(OC)c1OC	-3
39	Cc1ccc(-c2cc(C(F)(F)F)n3ncc(C(=O)Nc4ccccc4C(F)(F)F)c3n2)cc1	0
40	Cc1ccc(Cn2ccc(NC(=O)c3cc(-c4ccco4)on3)n2)cc1	-35&-71
41	Cc1ccc(O)c(NC(=O)c2cccc(NC(=O)c3ccco3)c2)c1	-5
42	Cc1nc2ccc(S(=O)(=O)NCC(=O)NCCN3CCCCCC3)cc2s1	-7
43	CCN(CC)c1ccc2cc(-c3nc(-c4cc5ccccc5oc4=O)cs3)c(=N)oc2c1	-186
44	CCOc1ccc(S(=O)(=O)NC(C)CC)c2cccnc12 (stereo unspecified)	0
45	CCN(CC)S(=O)(=O)c1cccc(C(=O)OCc2cc(=O)n3nc(C)sc3n2)c1	-5
46	CCOC(=O)C1CCC(CN(Cc2cccc(Br)c2)S(=O)(=O)c2ccc(F)cc2)CC1 (stereo unspecified)	7
47	CCOC(=O)c1sc2c(c1NC(=O)c1ccccc1C)CCCC2	-2
48	O=C(Nc1cccc2ccccc12)c1cccc(N=Cc2cc(Cl)ccc2O)c1	-25
49	CCCSc1nc(C)cc(=O)[nH]1	-11&11
50	CCCOc1c(Br)cc(C2C3=C(CCCC3=O)NC3=C2C(=O)CCC3)cc1OCC	-2
51	CC(C)(C)c1ccc(C(=O)CC2(O)C(=O)N(Cc3ccccc3)c3ccccc32)cc1 (stereo unspecified)	0
52	COc1cc2c(C(=O)NCc3ccccn3)cn(CC(C)C)c(=O)c2cc1OC	6
53	Cc1cc(OCC(=O)N(C)C)c2c(-c3ccccc3)cc(=O)oc2c1	-4
54	CC(=O)C1=C(C)Nc2ncnn2C1c1ccccc1Cl (stereo unspecified)	-9&0
55	CC(=O)Nc1cccc(NC(=O)c2ccco2)c1	5
56	COc1ccc2cc(S(=O)(=O)N3CCOCC3)ccc2c1	0
57	CC(C(=O)O)n1nnc2ccccc21 (stereo unspecified)	6
58	CCOc1cccc(OCC)c2c(C)nc(C)c1-2	-132
59	CCc1ccc(OCC(=O)Nc2ccc(-c3nc4ccccc4o3)c(O)c2)cc1	-8
60	COC(=O)c1c(NC(=O)COc2ccc(C(C)C)c(C)c2)sc2c1CCC2	-11

# (next part)
entry	Molecule	14-3-3g Raf
61	CCC(c1nnnn1Cc1ccco1)N(Cc1cc2cc(C)cc(C)c2[nH]c1=O)CC1CCCO1 (stereo unspecified)	-3
62	CCOc1ccc2nc(N=C(NC(=O)c3ccccc3)NC(=O)c3ccccc3)nc(C)c2c1	-26
63	O=[N+]([O-])c1cccc(S(=O)(=O)NCCSCc2ccc(Cl)cc2)c1	-16
64	COc1cccc(-c2nnc(NC(=O)c3ccc(S(=O)(=O)N4CCCCC4C)cc3)o2)c1 (stereo unspecified)	-4
65	Cc1cc(NC(=O)c2cnccn2)no1	4
66	COc1ccc(C2CC(c3ccco3)n3ncnc3N2)cc1 (stereo unspecified)	1
67	COCCCNC(=O)c1cc2c(s1)CS(=O)(=O)C2	-6
68	COc1ccc(C)cc1NC(=O)c1cc2c(C)nc3ccccc3c2o1	8
69	CC1(C)CC(=O)c2c(noc2-c2ccccc2)C1	1&1
70	CCOC(=O)c1[nH]c2ccc(OC)cc2c1NC(=O)CCN1CCN(Cc2ccccc2)CC1	-2
71	CCOc1ccc(NC(C)c2cc(Cl)ccc2O)cc1 (stereo unspecified)	-3
72	O=C(c1ccc(=O)[nH]c1)N(Cc1ccco1)C1(C(=O)NC2CCCC2)CCCCC1	-6&0
73	CCOC(=O)c1c(NC(=O)C2CCCC2)sc2c1CCC(CC)C2 (stereo unspecified)	1
74	COc1ccc(Cn2nnnc2CN(Cc2cc3cccc(C)c3[nH]c2=O)C2CCCC2)cc1	-10
75	O=C(Cn1cnc2c(cnn2-c2ccccc2)c1=O)NC1CCCC1	-2
76	Cc1onc(-c2ccccc2Cl)c1C(=O)Nc1cc(=O)n(C)c(=O)n1C	2
77	CCN(C(=O)c1cn(C)c(=O)c2cc(OC)c(OC)cc12)c1ccccc1C	-1&-9
78	CNC(=O)n1ccc(C(=O)N2CCCCC2)n1	2
79	CN1CCN(C(=O)c2cc(-c3ccc(Cl)cc3)on2)CC1	-4
80	N#CCN1CCN(CC(=O)Nc2ccc(F)cc2)CC1	0
81	COCCn1c(SC)nc2c(c1=O)SC(C)C2 (stereo unspecified)	0
82	Cc1noc(C)c1C(=O)NC(C)C1CCCO1 (stereo unspecified)	1
83	CCOC(=O)C1=C(CSc2nc(-c3ccncc3)ccc2C#N)OC(N)=C(C#N)C1c1cccnc1 (stereo unspecified)	-16
84	CC1(C)C(C=C(Cl)Cl)C1C(=O)Nc1ccc([N+](=O)[O-])cc1 (stereo unspecified)	-7
85	C=CCn1c(C(C)NC(=O)CC)nc2ccccc21 (stereo unspecified)	-7
86	COc1ccc(NC(=O)CN2C(=O)CC(C)(C)S(=O)(=O)c3ccccc32)cc1	-1
87	CCOC(=O)c1c(C)[nH]c(C(=O)CN2CC(C)OC(C)C2)c1C (stereo unspecified)	-3&-4
88	O=C1CSC(c2ccccc2Br)N1c1ccc(Br)cc1 (stereo unspecified)	1
89	CC(=O)C(Sc1ncnc2c1nnn2-c1ccc(F)cc1)C(=O)N(C)C (stereo unspecified)	-4
90	COC(=O)c1cc(Br)ccc1NC(=O)c1ccccc1OC	-4
91	N#Cc1c(SCC(=O)Nc2nccs2)nc2c(c1-c1ccco1)CCCC2	-27
92	CCCCN1C(=O)c2ccc(C(=O)Nc3cccnc3)cc2C1=O	6
93	CCn1c(SCC(=O)Nc2cccc(C)c2)nc2c(c1=O)SC(C)C2 (stereo unspecified)	-3
94	O=C(CCN1C(=O)C2C3C=CC(C3)C2C1=O)Nc1c(F)cc(F)cc1Br (stereo unspecified)	0
95	CC(OC(=O)c1cccs1)C(=O)NCc1ccc2c(c1)OCO2 (stereo unspecified)	-3
96	COCC(=O)Nc1nnc(Cc2ccc(OC)c(OC)c2)s1	2
97	CCSc1nnc(NC(=O)CSc2nccn2-c2cccc(C)c2C)s1	8
98	COC(=O)c1sc(NC(=O)C2CCCCC2C(=O)O)c(C(=O)OC)c1C (stereo unspecified)	-7
99	O=C(Cn1c(=O)oc2ccccc21)N1CCN(C2CCCCC2)CC1	-6
100	CCCCN(C)S(=O)(=O)c1ccc(F)c(C(=O)Nc2cc(Cl)ccc2OC)c1	-13
101	COc1ccc(OC)c(C(=O)c2ccc(C(=O)O)cc2)c1	-3
102	CCSc1nc2c(cnn2-c2ccc(C)cc2)c(=O)[nH]1	-6&-2
103	O=C(CCNS(=O)(=O)c1ccc2c(c1)CCC(=O)N2)Nc1ccc2c(c1)OCCO2	-3
104	Cc1ccc(-n2nnnc2SCC(N)=O)c(C)c1	-3
105	COc1cccc(C2C(C(=O)c3cc4ccccc4o3)=C(O)C(=O)N2CCN(C)C)c1OC (stereo unspecified)	-1
106	O=C(NCc1ccc(F)cc1)c1ccc(N2CC3CC(C2)c2cccc(=O)n2C3)c(NC(=O)c2ccc(F)cc2)c1 (stereo unspecified)	-3
107	CCOC(=O)N1CCN(C(=O)c2cccc(OC)c2OC)CC1	-5
108	CCOC(=O)c1c(NC(=O)c2ccccc2F)sc(C(=O)Nc2ccccc2)c1C	-18
109	CC1(C)Oc2ccc(C(=O)N3CCCCC3)cc2N(CC(=O)NCc2ccccc2)C1=O	0
110	CC(=O)c1cccc(N2C(=NC(=O)C(C)C)SC3CS(=O)(=O)CC32)c1 (stereo unspecified)	-4
111	O=C(Nc1nccs1)c1ccc2c(c1)C(=O)N(c1ccc(Sc3ccc([N+](=O)[O-])cc3)cc1)C2=O	-7
112	CC(=O)N1CCc2cc(S(=O)(=O)NCCC(=O)Nc3cccc(F)c3)ccc21	6
113	COc1ccc2nc(NC(=O)c3ccccc3O)sc2c1	-4
114	O=C(NCCC1=CCCCC1)c1ccc(N2CC3CC(C2)c2cccc(=O)n2C3)c(NS(=O)(=O)c2ccc3c(c2)OCCO3)c1 (stereo unspecified)	-1
115	COc1ccc(S(=O)(=O)Nc2ncccn2)cc1	-9
116	O=C(CSc1nccn1-c1cccc(Cl)c1)Nc1ccc([N+](=O)[O-])cc1	-2
117	O=C(c1cc(-c2cccs2)on1)N1CCN(c2ccc(F)cc2)CC1	-5&-12
118	COCCn1c(=O)[nH]c2cc(C(=O)N3CCN(c4cccc(Cl)c4)CC3)ccc2c1=O	0
119	COc1ccccc1Cn1c(SCc2csc(C)n2)nc2ccc(Br)cc2c1=O	-4
120	Cc1nc(N2CCCC2C(=O)O)c2oc3ccccc3c2n1 (stereo unspecified)	-4

# The list continues:
entry	Molecule	14-3-3g Raf
121	CSc1nc2ccccc2n1Cc1c(C)ccc2ccccc12	-11
122	C=CCn1c(=S)[nH]c2cc(OC)c(OC)cc2c1=O	-3
123	CCOCCCn1c(=S)[nH]c2cc(C(=O)N3CCC(C(N)=O)(N4CCCCC4)CC3)ccc2c1=O	1
124	COc1ccc([N+](=O)[O-])cc1NC(=O)CCN1CCc2ccccc2C1	5
125	O=C(CCCn1c(=S)[nH]c2ccc(Br)cc2c1=O)N1CCOCC1	-7
126	CC(=O)Oc1ccc2c(C)cc(=O)[nH]c2c1	-1
127	CC1(C)CC(CC#N)(Cc2ccccc2)CCO1 (stereo unspecified)	1
